# Screening data deposited in PubChem by several laboratories.
# M. tuberculosis GlmU: inhibition of mycobacterial GlmU enzyme – biochemical, glucosamine-1-phosphate acetyltransferase (AID 1376); one-dose inhibition, %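 (tested at 30 µM in the primary screen)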; IC50 in µM for titrated hits; 220,000 tested, 0.25% active; M. tuberculosis GlmU acetyltransferase enzyme assay; higher % means a stronger effect; in the data active = inhibition above about 13%;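 note: 0% = complete reaction with vehicle and 100% = reaction without substrate; strong numbers were not always called active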
# RmlCD inh 1536: inhibitors of Mycobacterium tuberculosis RmlC and RmlD coupled enzymes | P9WH09+P9WH11 | RmlC+RmlD coupled enzyme assay, percent inhibition; primary screen in compound mixtures | inhibition, % at 3.6 µM | 160,000 tested, 0.03% active; in the data active = inhibition mostly above about 34%, no sharp cut-off; note: some results filed as inactive read as strong as hits
# Target sequence (P9WH09 whole entry, looked up): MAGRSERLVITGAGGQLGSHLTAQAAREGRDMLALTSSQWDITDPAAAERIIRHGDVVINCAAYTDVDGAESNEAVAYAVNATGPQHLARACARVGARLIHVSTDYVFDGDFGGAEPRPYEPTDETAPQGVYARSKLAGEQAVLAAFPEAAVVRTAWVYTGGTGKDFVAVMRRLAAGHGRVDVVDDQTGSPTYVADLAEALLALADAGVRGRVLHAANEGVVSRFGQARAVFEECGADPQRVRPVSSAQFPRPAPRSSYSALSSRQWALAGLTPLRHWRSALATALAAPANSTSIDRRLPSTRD
# Target sequence (P9WH11 whole entry, looked up): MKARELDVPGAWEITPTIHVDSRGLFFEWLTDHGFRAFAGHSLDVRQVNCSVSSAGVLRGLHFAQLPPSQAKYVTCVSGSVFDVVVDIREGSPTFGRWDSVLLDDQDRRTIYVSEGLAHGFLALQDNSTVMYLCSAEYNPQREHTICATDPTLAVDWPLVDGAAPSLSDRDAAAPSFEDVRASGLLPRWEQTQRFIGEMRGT
# * = called active by the depositor; · = no result given.
SMILES,M. tuberculosis GlmU,RmlCD inh 1536
COc1ccc(C(=O)N/N=C(\C)c2ccc3c(c2)C2C=CCC2C(c2ccccc2)N3)cc1 (stereo not given),8.0%,·
Cc1ccc(S(=O)(=O)N2CCCCC2)cc1NC(=O)Cn1cnnn1,-4.3%,·
NC(=O)CSCc1c(Cl)cccc1Cl,-4.7%,-5.0
O=C1Oc2ccccc2C(=O)/C1=C/N1CCN(c2ccccc2F)CC1,-0.6%,13.5
CC1(C)Cc2ccccc2-c2nnc(SCC(=O)Nc3ccc4c(c3)OCO4)n21,5.3%,13.0
CCOc1ccc(N(CC(=O)NN=C2CCCC2)S(C)(=O)=O)cc1,1.3%,-6.6
COc1ccc(C(O)c2cc(OC)ccc2OP(=O)(N(C)C)N(C)C)cc1 (stereo not given),3.1%,5.7
Nc1ccccc1C(=O)OCC(=O)N1CCc2ccccc21,·,-7.8
COc1cc(/C=N\Nc2nc(-c3cccs3)c(NC(C)=O)s2)ccc1O,-0.8%,·
Cc1ccc(Nc2ccc(N3CCN(c4ccc([N+](=O)[O-])cc4)CC3)nn2)cc1,0.1%,6.6
O=C(c1ccccc1)c1ccc(N2CCOCC2)c(F)c1,0.1%,-8.6
O=S(=O)(c1ccccc1F)N1CCN(Cc2nc3ccccc3[nH]2)CC1,-6.2%,-4.8
O=C(O)CCCNC(=O)Cc1ccccc1,-0.9%,7.4
Cc1cc(NC(=O)c2ccc(Cn3nc(C)c(Br)c3C)o2)no1,-0.4%,9.3
CSc1ccc(S(=O)(=O)NC(C)c2ccccc2)cc1 (stereo not given),7.7%,-13.5
O=C(NCc1ccc2c(c1)OCO2)c1cc2c(s1)CS(=O)(=O)C2,3.6%,-1.9
Cc1ccc(C(=O)NC2(C(Cl)Cl)N=C(c3ccccc3)N=C2N)cc1 (stereo not given),5.3%,-7.0
Cc1cc(C)c2c(c1)/C(=c1/sc3n(c1=O)CN(c1ccccc1)CN=3)C(=O)N2,-2.7%,-1.5
Fc1cccc(C2NC(=S)NC3=C2N2CCC3CC2)c1 (stereo not given),-3.5%,-7.1
O=C(NNC(=O)c1cccc(S(=O)(=O)N2CCN(c3ccccc3)CC2)c1)c1ccc(Cl)cc1,1.7%,5.5
Cc1cc(NC(=O)COC(=O)C2CCCN2C(=O)c2cccs2)no1 (stereo not given),-3.1%,5.0
COc1ccccc1N1CCN(C(c2ccccc2)c2nnnn2CCc2ccccc2)CC1 (stereo not given),0.4%,·
Cc1ccc(N(CC(=O)NCc2ccc(F)cc2)S(=O)(=O)c2cccs2)cc1,6.2%,5.5
CCCN(Cc1ccccc1)C(=S)Nc1cccc(C(F)(F)F)c1,2.4%,-4.0
CC(=O)Nc1ccc(S(=O)(=O)N2CCN=C2C)cc1,-1.2%,·
COc1cc(/C=N/NC(=O)CNc2n[nH]c(=O)[nH]c2=O)ccc1O,0.1%,-6.0
Cc1cc(C)c(O)c(C2(O)C(=O)c3ccccc3C2=O)c1,-6.6%,1.7
Cc1nc(-c2nnc(SCC(=O)Nc3cc(Cl)cc(Cl)c3)n2C)cs1,-2.8%,-7.4
COc1ccc(S(=O)(=O)NCCc2ccc(F)cc2)cc1,0.0%,49.8
O=C(c1ccccc1)N1CCN(C2CC3CCC2C3)CC1 (stereo not given),-1.4%,-4.1
O=C(COC(=O)CCCOc1ccc(Cl)cc1Cl)Nc1cccc(Cl)c1,-6.9%,-4.1
Cc1nc(CS(=O)(=O)c2ccccc2)cc(N2CCOCC2)n1,2.4%,-0.2
NC(=O)[C@@H]1CC2(CC(c3cccc(NC(=O)[C@@H]4CCC(=O)N4)c3)=NO2)CN1C(=O)Cc1ccc([N+](=O)[O-])cc1 (stereo not given in full),-0.5%,·
CCCNS(=O)(=O)c1ccc(OCC(=O)Nc2ccc3c(c2)OCCO3)cc1,5.3%,5.4
O=C(CCc1nnc(-c2ccc(-c3ccccc3)cc2)o1)NCCc1ccccn1,1.1%,-5.8
CCN(CC)c1ccc(C(=O)N/N=C(\C)c2cccnc2)cc1,2.7%,4.5
O=C(/C=C/C=C/c1ccccc1)CC1(O)C(=O)Nc2ccccc21 (stereo not given),2.0%,17.5
O=C(Cn1cnc2ccccc21)NCCCN1CCOCC1,0.8%,·
O=C1c2ccccc2C(=O)C12OC(c1ccccc1)C1(C(=O)c3ccccc3C1=O)C2c1cccc([N+](=O)[O-])c1 (stereo not given),-3.9%,-9.2
O=C1N2CCSC2=NC1(Nc1ccccn1)C(F)(F)F (stereo not given),1.0%,-27.7
CC(C)CC(=O)Nc1ncnc2c1C(=O)CC(C)(C)C2,-1.3%,-0.4
O=C(CN1CCN(c2ccccn2)CC1)Nc1ccc2ccccc2c1,-6.9%,·
CC(C)NC(=O)c1ccc2c(=O)n(CC3CCCO3)c(=S)[nH]c2c1 (stereo not given),0.6%,7.1
CC(=O)Nc1ccc(N2CCOCC2)c(C(=O)Nc2cccc(C)c2)c1,-1.4%,-6.7
Cc1[nH]n(-c2ccccc2)c(=O)c1C=NC1CCCCCC1,5.8%,7.1
Cc1ccc(-c2csc3nc(SCC(=O)N(C)C)n(Cc4ccccc4)c(=O)c23)cc1,0.8%,10.8
CN(Cc1cc2ccccc2[nH]c1=O)S(C)(=O)=O,2.2%,-6.0
COC(=O)/C=C/c1cc(F)ccc1S(=O)(=O)NC(C)(C)C,2.2%,·
O=C(O)C1C2C=CC(O2)C1C(=O)NC1CCCc2ccccc21 (stereo not given),2.7%,·
O=C(CSc1nnc(-c2ccco2)o1)c1ccccc1Cl,-5.0%,-8.4
CC(C)c1ccc(-n2cccc2/C=C2/C(=N)N3C=CSC3=NC2=O)cc1,2.5%,-1.4
Cc1ccc(-c2noc(CN3CCN(C(c4ccccc4)c4ccccc4)CC3)n2)cc1,-2.3%,-2.3
CC(=O)Nc1ccc(S(=O)(=O)NCC2CCC(C(=O)N3CCCCCC3)CC2)cc1 (stereo not given),5.5%,12.0
COc1ccc(S(=O)(=O)Nc2ccccc2-c2nnn(CC(=O)Nc3ccccc3OC)n2)cc1,8.9%,-2.8
N#Cc1ccc(C23CC4(C2)[C@H](CN(Cc2ccc(-c5ccccc5)cc2)[C@@H]4c2ccccc2)C3c2ccccc2)cc1 (stereo not given in full),-0.9%,·
CC(/C=C/c1ccco1)=N/NC(=O)OC(C)(C)C,1.0%,·
Cc1ccc(NC(=S)NCCc2ccc(F)cc2)c(C)c1,1.0%,-26.4
N#Cc1nc(COc2ccc(-c3ccccc3)cc2)oc1NCc1cccnc1,1.2%,11.9
Cc1c(Cl)cccc1NC(=O)c1ccc(OCC(=O)NCc2ccccc2)cc1,-4.0%,-4.2
CC(=O)Nc1ccc(Nc2c([N+](=O)[O-])cc(S(C)(=O)=O)cc2[N+](=O)[O-])cc1,3.3%,11.8

# Looked up one by one from above, 4 records:
SMILES,M. tuberculosis GlmU,RmlCD inh 1536
CC(C)CC(=O)Nc1ncnc2c1C(=O)CC(C)(C)C2,-1.3%,-0.4
Cc1ccc(NC(=S)NCCc2ccc(F)cc2)c(C)c1,1.0%,-26.4
CC(C)NC(=O)c1ccc2c(=O)n(CC3CCCO3)c(=S)[nH]c2c1 (stereo not given),0.6%,7.1
CC(C)c1ccc(-n2cccc2/C=C2/C(=N)N3C=CSC3=NC2=O)cc1,2.5%,-1.4

# Other entries follow.
SMILES,M. tuberculosis GlmU,RmlCD inh 1536
O=C(NCc1ccccc1)c1ccccc1-c1nc2ccccc2[nH]1,1.5%,-13.0
CCOC(=O)c1c[nH]c2c(Cl)c(Cl)ccc2c1=O,-2.9%,5.3
CCN(CC)S(=O)(=O)c1cc(NC(=O)CN2CCN(c3ccccn3)CC2)ccc1C,0.6%,·
N#CC1=C(N)Oc2cc(O)ccc2C1c1ccccc1 (stereo not given),-2.0%,·
Cc1ccc(N2C(=O)CSC2=S)cc1C,3.4%,-9.8
O=C(CSCC(=O)c1ccccc1)Nc1ccccc1Cl,2.6%,·
O=C(Nc1ncn[nH]1)c1ccccc1O,4.7%,·
COc1ccccc1-n1cnc2cc(NCc3cccs3)ccc21,-7.0%,3.7
CCOC(=O)C1C(=O)CC(C)(O)C(C(=O)OCC)C1c1ccc(N(CC)CC)cc1 (stereo not given),2.3%,·
CC12CCC(=O)N1C(C(=O)Nc1cccc3ccccc13)CS2 (stereo not given),2.9%,·
COc1nnc(-c2ccc(N3CCCCC3)c(NC(C)=O)c2)c2ccccc12,-1.6%,5.1
C/C(=N\NC(=O)c1cc2c(s1)CCC(C)C2)c1ccncc1 (stereo not given),0.2%,29.2
CCOc1ccc(NS(=O)(=O)c2ccc(NC(=S)NC(=O)CC(C)C)cc2)cc1,-2.5%,-3.0
Cc1c(-n2c(SCC(C)C)nc3ccccc3c2=O)c(=O)n(-c2ccccc2)n1C,-2.9%,-8.2
COC(=O)c1cc2occc2n1CC(=O)Nc1ccc(OC)c(OC)c1OC,4.0%,-6.4
COP(=O)(OC)C1(Nc2ccc(C)cc2)CCCCC1,1.7%,7.5
Cc1nc(N)nc(-c2ccccc2O)n1,1.8%,·
COC(=O)c1nnn(-c2cc(Cl)cc(Cl)c2)c1C(=O)OC,-3.7%,2.8
O=C(NCc1ccc(F)cc1)c1ccc2c(c1)S(=O)(=O)c1ccccc1C2=O,-7.2%,·
CN1CCN(c2nc3ccccc3c(=O)n2-c2ccccc2)CC1,2.1%,8.3

# Given with tabs: seven of the compounds above
compound	M. tuberculosis GlmU	RmlCD inh 1536
CCOC(=O)c1c[nH]c2c(Cl)c(Cl)ccc2c1=O	-2.9%	5.3
CCN(CC)S(=O)(=O)c1cc(NC(=O)CN2CCN(c3ccccn3)CC2)ccc1C	0.6%	·
N#CC1=C(N)Oc2cc(O)ccc2C1c1ccccc1 (stereo not given)	-2.0%	·
Cc1ccc(N2C(=O)CSC2=S)cc1C	3.4%	-9.8
O=C(CSCC(=O)c1ccccc1)Nc1ccccc1Cl	2.6%	·
O=C(Nc1ncn[nH]1)c1ccccc1O	4.7%	·
COc1ccccc1-n1cnc2cc(NCc3cccs3)ccc21	-7.0%	3.7

# (continued)
SMILES,M. tuberculosis GlmU,RmlCD inh 1536
CN(C)S(=O)(=O)c1ccc(N2CCCC2)c(C(=O)Nc2nc3ccccc3s2)c1,-9.3%,6.8
COc1ccccc1C(=O)OCc1ccc2sc(C)nc2c1,-0.9%,·
COc1ccc(/C=N/NC(=O)Cc2csc(Nc3cccc(C(F)(F)F)c3)n2)c(OC)c1,0.2%,-11.2
CCCOc1ccc(C(=O)NCCO)cc1,-3.5%,13.9
COc1ccc(OCCCC(=O)Nc2ccc3c(c2)OCCO3)cc1,2.7%,·
Cc1ccccc1C(=O)NC(CC(C)C)C(=O)NN1C(=O)c2ccccc2C1=O (stereo not given),-2.5%,·
CCOC(=O)N1CCN(C(=O)c2cnn(-c3ccccc3)c2NC(=O)c2ccccc2F)CC1,3.0%,·
CC(C)NC(=O)c1ccc(-n2c(=S)[nH]c3ccccc3c2=O)cc1,-4.4%,3.3
CC(C)OCP(=O)(c1ccccc1)c1ccccc1,3.0%,·
COC(=O)Nc1ccccc1C(=O)N1CCCCC1,0.9%,-3.2
CCOC(=O)c1c(C)[nH]c(C(=O)CSc2nccc(C)n2)c1C,0.6%,9.6
COc1cc(CC(=O)Nc2nccs2)cc(OC)c1OC,0.2%,13.1
Cc1ccc(C(=S)NCS(=O)(=O)c2ccc(C)cc2)cc1,4.2%,3.5
COC(=O)c1ccc(COc2ccc(/C=N/Nc3nc(C)cc(=O)[nH]3)cc2)cc1,-0.1%,12.0
Cc1ccc(C)c(NC(=O)CSc2nnc(-c3ccccc3)o2)c1,-3.0%,-5.1
O=C(NCCN1CCOCC1)c1cc(Sc2cccc(Cl)c2)nc2ccccc12,-1.1%,3.4
COc1ccc(CCNC(=O)CCCOc2cccc(C)c2C)cc1OC,-4.8%,·
Cc1cc(=O)[nH]c(/N=C(\N)Nc2ccc(SC(F)F)cc2)n1,0.9%,-10.5
CCC(CC)C(=O)NCCc1cc2ccc(C)cc2[nH]c1=O,4.9%,·
CCC(=O)OCC(=O)c1cc(C)n(-c2ccc(Br)cc2)c1C,-3.7%,9.8
CCOC(=O)c1[nH]c2ccc(C)cc2c1N,-0.5%,·
CC(O)CNc1cc(N)c([N+](=O)[O-])cc1[N+](=O)[O-] (stereo not given),0.7%,0.8
CCC(CC)c1nnc(NC(=O)C2=NNC(=O)CC2)s1,3.4%,-4.8
CC1(C(=O)NCc2ccccc2)Oc2ccccc2NC1=O (stereo not given),3.2%,3.8
COc1ccc(Nc2nnc(SCC(=O)/C=C3/N(C)c4ccccc4C3(C)C)s2)cc1,-3.6%,31.8
Cn1c(CO)cnc1SCc1c(Cl)cccc1Cl,2.2%,-7.0
O=C(CN1C(=O)C2C3C=CC(C4CC34)C2C1=O)Nc1cnc2ccccc2c1 (stereo not given),0.0%,·
CC(C)(C)C1=NN=C2c3ccccc3C(=O)C21 (stereo not given),1.8%,-7.5
COc1ccc(-n2c(Cn3nnc4ccccc43)nnc2SCC(=O)O)cc1,1.5%,·
NC(=O)C1CCN(C(=O)COc2cccc3ccccc23)CC1,-3.8%,·
CC(C)c1nnc(N2C(=O)c3oc4ccccc4c(=O)c3C2c2ccco2)s1 (stereo not given),5.0%,·
O=C(OCC#Cc1c(COC(=O)c2ccccc2)nnn1Cc1ccccc1)c1ccccc1,-0.2%,·
O=C(NN=C1CCCC1)c1ccccc1OCc1ccc(Cl)cc1,-8.7%,14.8
CSc1nc2[nH]ncc2c(=O)n1-c1ccccc1,17.7%,-11.6

# Whole records as entered above. Values in the order: M. tuberculosis GlmU	RmlCD inh 1536
# Record of O=C(NNC(=O)c1cccc(S(=O)(=O)N2CCN(c3ccccc3)CC2)c1)c1ccc(Cl)cc1 = 1.7%	5.5
# Record of COC(=O)c1nnn(-c2cc(Cl)cc(Cl)c2)c1C(=O)OC = -3.7%	2.8

# A portion of the library; the hit share may differ from the screen's.
